Bioassay records deposited in PubChem BioAssay by several laboratories.
MEKK3 PB1 HTS: modulators (inhibitors or enhancers) of MEK5 binding to human MEKK3 PB1 domain; bead-based flow cytometry, Alexa488-MEK5 binding to MEKK3; actives lie on both sides; 0 = blocked by unlabeled MEK5, 100 = vehicle; AID 1529; binding response (% of control), % at 10 µM; 290,000 compounds, 1.4% hits; Q99759;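 active = binding response more than 3 SD above or below the average of its plate-row segment, actives on both sides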;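 also: Alexa488 bead fluorescence after subtracting the streptavidin-only scavenger bead signal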
Target sequence (Q99759 whole entry, looked up, the tested form may be a part): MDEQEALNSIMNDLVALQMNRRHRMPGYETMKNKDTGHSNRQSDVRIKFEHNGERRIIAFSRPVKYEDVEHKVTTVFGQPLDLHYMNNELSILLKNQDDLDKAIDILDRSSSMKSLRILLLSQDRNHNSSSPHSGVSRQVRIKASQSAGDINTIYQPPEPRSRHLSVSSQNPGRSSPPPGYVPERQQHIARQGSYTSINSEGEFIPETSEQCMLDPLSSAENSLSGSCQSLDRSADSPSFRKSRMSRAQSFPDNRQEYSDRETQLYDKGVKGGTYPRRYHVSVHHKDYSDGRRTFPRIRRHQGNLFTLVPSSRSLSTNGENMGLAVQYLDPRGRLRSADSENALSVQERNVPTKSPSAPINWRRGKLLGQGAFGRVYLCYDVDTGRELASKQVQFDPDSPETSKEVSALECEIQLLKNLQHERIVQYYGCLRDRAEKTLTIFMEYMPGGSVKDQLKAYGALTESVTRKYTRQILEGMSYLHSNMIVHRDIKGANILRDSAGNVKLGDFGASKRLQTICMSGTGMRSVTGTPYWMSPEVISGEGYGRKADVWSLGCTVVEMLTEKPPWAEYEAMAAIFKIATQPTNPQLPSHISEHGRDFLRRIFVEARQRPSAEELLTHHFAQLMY
SUMO HTRF inh: blocks human SUMOylation mediated by UBC9 | P63279 | HTRF SUMOylation assay, SAE1/SAE2 + UBC9, in vitro | inhibition, % at 35 µM | 290,000 compounds, 0.36% hits | AID 2006; in the data active = inhibition above about 50%, passing the limit was not always enough; also: strong numbers were not always called active
Target sequence (P63279 whole entry, looked up): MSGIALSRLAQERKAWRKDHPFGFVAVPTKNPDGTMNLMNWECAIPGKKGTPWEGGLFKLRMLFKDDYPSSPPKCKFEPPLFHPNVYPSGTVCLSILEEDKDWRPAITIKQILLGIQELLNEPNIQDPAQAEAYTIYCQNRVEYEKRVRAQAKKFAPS
IDE cell inh: inhibits human insulin-degrading enzyme in HEK cells | FAbetaB cleavage, fluorescence polarization | inhibition, % at 5.59 µM | 320,000 compounds, 0.41% hits | AID 434962;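 active = percent inhibition above the average of all tested compounds plus 3 SD, set per screening campaign, cut at about 16% in these data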;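 also: IDE supplied by intact live HEK cells; FP after avidin binding of uncleaved biotin substrate so inhibition keeps polarization high; 0% = DMSO wells and 100% = 60 µM reference IDE inhibitor Ii1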
IDE act: activators of human insulin-degrading enzyme in cells; P14735; HEK cells, FAbeta-B cleavage, fluorescence polarization; 0% vehicle, 100% cell-free pure enzyme wells; activation, % at 5.96 µM; 340,000 compounds, 0.073% hits; AID 493087;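 active = activation above the mean of all tested compounds plus 3 SD, set per screening campaign, cut at about 17% in these data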
NALP1 yeast inh: inhibitors of NALP1 inflammasome in yeast. S. cerevisiae NALP1/ASC/caspase-1 growth, X-gal OD620, 72 h. inhibition, % at 10 µM. 280,000 compounds, 0.61% hits. AID 2071; in the data active = inhibition mostly above about 24%, no sharp cut-off; inactive = mostly below about 32%; also: some compounds called inactive have numbers as strong as hits
pCIP destab: p/CIP protein destabilization. Q05BA5. F442A p/CIP-EGFP cells, EGFP fluorescence, 16 h. decrease of EGFP signal, % at 10 µM. 290,000 compounds, 0.01% hits. AID 1984;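 active = EGFP signal decrease of at least 30% at 10 µM or well 3 SD below plate mean, unless failing retest; inactive = the rest, including hits failing retest or dose response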; also: some compounds called inactive have numbers as strong as hits; many of its hits are not listed in these tables
M18AAP inhibitor: PfM18AAP enzyme inhibition; inhibition, % at 7.35 µM; 290,000 compounds, 1.2% hits; recombinant PfM18AAP, H-Glu-NHMec fluorogenic cleavage;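 active = inhibition above the campaign mean inhibition over all tested compounds plus 3 SD, cut at about 28% in these data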;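 also: 0% = plate median of test compound wells and 100% = 2 mM ZnCl2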
MEKK2mut PB1 HTS: signal of MEK5 binding to mutant human MEKK2 PB1 domain; bead flow cytometry, Alexa488-MEK5 binding to MEKK2 mutant; percent response, % at 10 µM; 290,000 compounds, 0.35% hits; AID 1530; in the data active = percent response above about 24%, passing the limit was not always enough; also: inactives centre near 1; some results filed as inactive read as strong as hits; reference of the scale not given here
MEKK2 WT-MEK5: raises or lowers MEK5 binding to wildtype human MEKK2 PB1 domain; Q9Y2U5; bead flow cytometry, Alexa488-MEK5 binding to MEKK2 WT; actives lie on both sides; binding response (% of control), % at 10 µM; 290,000 compounds, 1.1% hits; AID 1531; in the data active = binding response below about 67% or above about 130%
The depositor's hits bear a star; · = not tested or not shown; [ ] = another dose, or the depositor's remark. Some of the compounds tested; rates above refer to the full screens.

SMILES	MEKK3 PB1 HTS	SUMO HTRF inh	IDE cell inh	IDE act	NALP1 yeast inh	pCIP destab	M18AAP inhibitor	MEKK2mut PB1 HTS	MEKK2 WT-MEK5
O=C(CSc1nnc(-c2ccc3c(c2)OCCO3)o1)N1CCCC1	99	15	0	-3	17	-4	-10	6	101
CCOc1[nH]n(-c2ccc(Cl)cc2)c(=O)c1C=Nc1ccc(C)cc1	95	-2	·	·	3	-9	0	-3	97
NC(=O)C1=C[C@@H](c2ccc3c(c2)OCO3)C[C@@H](OCCCCO)O1	102	·	-1	2	·	·	·	-2	97
Cn1c2ccc(CC(=O)O)cc2c2cc(CC(=O)O)ccc21	99	6	2	2	11	-1	-12	0	99
COc1cccc(Oc2cncnc2-c2ccc(OC)cc2O)c1	107	-23	1	0	16	-16	0	4	111
CCc1c(C)sc(NC(=O)CCc2ccc(OC)cc2)c1C(N)=O	107	7	-1	-3	26	-1	-10	15	106
O=C(/C=C/c1ccc(S(=O)(=O)NCc2ccco2)cc1)NCc1cccc(Cl)c1	97	12	2	5	22	-7	4	-1	105
CCC(C(=O)Nc1ccc2c(c1)OCCO2)n1c(=O)[nH]c2ccccc2c1=O (stereo not given)	100	4	5	1	-1	-3	-5	3	98
COc1ccc(CCCc2n[nH]c(=S)n2C)cc1C	105	0	-3	5	2	-2	22	-11	91
Cc1noc(C)c1COc1ccccc1C(=O)NCCc1ccc(S(N)(=O)=O)cc1	102	-5	4	-1	3	16	-7	0	99
Cc1ccc(C(=O)O/N=C(\N)c2ccc(C(F)(F)F)cn2)cc1	104	-7	2	2	8	9	1	6	106
CCOC(=O)C1CCCN(C(=O)c2cc(-c3ccc(C)cc3)on2)C1 (stereo not given)	97	5	-3	1	22	-49	6	1	98
Fc1ccc(-c2cc(-c3nnc4n3CCCCC4)c3ccccc3n2)cc1	111	13	8	-14	18	-7	0	3	111
COc1ccc(C2N=C(Nc3ccc(C)cc3)Nc3nc(C)cc(=O)n32)cc1 (stereo not given)	98	16	-1	-1	15	-6	-2	-3	87
O=C(ONC1=NCCCCC1)c1c(F)cccc1F	110	9	-1	-2	36	1	0	3	112
C=CCn1c(COc2ccccc2F)nnc1SCC(=O)Nc1cc(C)on1	99	7	-1	-1	10	-12	-5	0	106
CCc1nccn1CCC(=O)NC1CCCc2c1cnn2-c1ccc(F)cc1F (stereo not given)	71*[inhibitor]	-4	-4	5	4	-22	-4	-22	66*[inhibitor]
COc1ccc(-c2nnc(SCC(=O)NC3CCCCC3)o2)cc1	101	11	1	-2	8	-6	3	2	101
O=C1CCC(C(=O)Nc2nnc(C3CC3)s2)=NN1	101	3	10	1	-17	-8	6	-11	85
O=C(Nc1ccccc1)Nc1ccc2c(c1)CCC2	98	-4	·	3	-14	-10	-5	-1	98
CC(=O)Oc1ccc(C(=O)Nc2ccccc2C(=O)N2CCCC2)cc1	99	0	5	3	10	1	-3	0	104
COCCNC(=S)N1CCOCC1	102	7	6	1	-7	-4	-6	11	96
O=C(c1ccccc1)N1CCN(c2ncnc3c2cnn3-c2ccccc2)CC1	96	18	-1	-7	-1	-7	-7	-1	97
O=C(c1cccnc1)N1CCN(c2ccc(Cl)cc2)CC1	95	-5	3	0	13	-2	-5	-2	94
CC(C)NS(=O)(=O)c1ccc(OCC(=O)N2CCc3ccccc3C2)cc1	97	-8	5	5	-2	1	3	-5	98

5 compounds out of the list above, ordered by the number in IDE cell inh, ascending.
| SMILES | MEKK3 PB1 HTS | SUMO HTRF inh | IDE cell inh | IDE act | NALP1 yeast inh | pCIP destab | M18AAP inhibitor | MEKK2mut PB1 HTS | MEKK2 WT-MEK5 |
| --- | --- | --- | --- | --- | --- | --- | --- | --- | --- |
| O=C(CSc1nnc(-c2ccc3c(c2)OCCO3)o1)N1CCCC1 | 99 | 15 | 0 | -3 | 17 | -4 | -10 | 6 | 101 |
| COc1ccc(-c2nnc(SCC(=O)NC3CCCCC3)o2)cc1 | 101 | 11 | 1 | -2 | 8 | -6 | 3 | 2 | 101 |
| CC(=O)Oc1ccc(C(=O)Nc2ccccc2C(=O)N2CCCC2)cc1 | 99 | 0 | 5 | 3 | 10 | 1 | -3 | 0 | 104 |
| Fc1ccc(-c2cc(-c3nnc4n3CCCCC4)c3ccccc3n2)cc1 | 111 | 13 | 8 | -14 | 18 | -7 | 0 | 3 | 111 |
| O=C1CCC(C(=O)Nc2nnc(C3CC3)s2)=NN1 | 101 | 3 | 10 | 1 | -17 | -8 | 6 | -11 | 85 |

Arranged by number of heavy atoms (descending): part of the list above
SMILES	MEKK3 PB1 HTS	SUMO HTRF inh	IDE cell inh	IDE act	NALP1 yeast inh	pCIP destab	M18AAP inhibitor	MEKK2mut PB1 HTS	MEKK2 WT-MEK5
CC(=O)Oc1ccc(C(=O)Nc2ccccc2C(=O)N2CCCC2)cc1	99	0	5	3	10	1	-3	0	104
CCOc1[nH]n(-c2ccc(Cl)cc2)c(=O)c1C=Nc1ccc(C)cc1	95	-2	·	·	3	-9	0	-3	97
COc1ccc(-c2nnc(SCC(=O)NC3CCCCC3)o2)cc1	101	11	1	-2	8	-6	3	2	101

Remaining list, next part.
SMILES	MEKK3 PB1 HTS	SUMO HTRF inh	IDE cell inh	IDE act	NALP1 yeast inh	pCIP destab	M18AAP inhibitor	MEKK2mut PB1 HTS	MEKK2 WT-MEK5
CC(C)c1nc(SCC(=O)N2CCCc3ccccc32)c2c(=O)n(C)c(=O)n(C)c2n1	110	10	1	-1	26	-4	-5	15	108
CC(/C=C/c1ccccc1F)=N\NC(=O)c1ccc(Cl)cc1	103	5	1	3	11	-3	9	-6	92
Cc1cccc(NC(=S)N(CCN2CCOCC2)Cc2ccccc2F)c1	110	-7	-6	1	-9	1	-5	-1	104
O=C(CN1C(=O)COc2ccccc21)Nc1ccccc1F	105	6	2	-3	-17	14	2	4	105
COc1ccccc1Oc1ncnc2sccc12	104	4	-1	-3	-14	-6	0	10	107
COc1ccc(OC)c(-n2c(=S)[nH]c3cc(C(=O)N(C)Cc4ccccc4)ccc3c2=O)c1	100	16	5	4	15	-9	3	-5	91
COc1ccc(CCNC(=O)c2cc(C3CC3)on2)cc1OC	100	6	-4	-2	24	-11	-16	-2	91
COc1cccc(N2CCN(c3ccc4nnc(CCC(=O)Nc5ccc(F)cc5)n4n3)CC2)c1	98	8	-4	0	10	-6	-1	1	102
Oc1ccc(NC(=S)N=Nc2c(O)[nH]c3ccc(Br)cc23)cc1	109	-76	·	-3	-11	14	18	-13	87
CC(/C=N/Nc1nc(C)cc(C)n1)=C\c1ccc(C(C)C)cc1	99	-9	-1	1	44	-13	14	0	102
NC(=O)C1(NC(=O)[C@@H]2CC3(CC(c4cccc(NC(=O)c5cc([N+](=O)[O-])cc([N+](=O)[O-])c5)c4)=NO3)CN2C(=O)c2ccccc2)CC1 (stereo not given in full)	90	20	-2	-6	15	-9	-1	-3	92
Oc1cccc(-c2nc3c4c(ncn3n2)-c2ccccc2CC42CCCC2)c1	106	-8	4	9	14	-10	-1	7	108
Cc1cn(C(=O)c2ccccc2)c(=S)n1-c1ccc(Cl)cc1	88	-7	3	3	5	7	2	1	96
Cc1occc1C(=O)NC1CCCCCCC1	98	7	-2	-4	18	-5	2	-1	97
O=C(O)c1ccc(N2CCOCC2)c(N2C(=O)C3C4C=CC(C4)C3C2=O)c1 (stereo not given)	107	12	0	3	0	-1	-5	-1	98
O=C(Nc1ccncc1)c1cccc(F)c1	101	3	2	1	1	-4	-9	4	108
Oc1ccc2ccccc2c1CN1CCN(C/C=C/c2ccccc2)CC1	117	-11	-2	4	1	-10	5	25*	140*
CC(C)(C)c1nc2ccc([N+](=O)[O-])cc2[nH]1	108	14	-4	-3	8	4	5	8	109
Cc1cc(C)n(C(=O)c2ccc([N+](=O)[O-])c(Cl)c2)n1	101	2	2	-1	24	-27	-4	-1	103
O=C(NCc1ccc2c(c1)OCO2)C(=O)NCC1CCCO1 (stereo not given)	104	6	6	5	-3	9	1	8	107
COc1ccc(NC(=O)C2=CC(c3ccc(OC)cc3)=NS(=O)(=O)N2C)cc1	100	13	2	-1	21	-4	5	0	101
C#Cc1ccc([C@@H]2C=C(C(=O)OCC=C)O[C@H](OCC)[C@H]2CCCO)cc1	94	-3	1	-3	8	-2	2	-10	88
CCCCn1cnc2c([nH]c3ccccc32)c1=O	102	-9	-6	2	-3	-8	3	8	111
Cc1oc(-c2ccccc2)nc1CS(=O)CC(=O)O (stereo not given)	108	24	-2	2	9	-11	-6	11	109
Cc1oc(-c2ccccc2F)nc1CSCC(=O)NC1CCC(C)CC1 (stereo not given)	97	3	0	1	14	11	1	-2	99
SMILES	MEKK3 PB1 HTS	SUMO HTRF inh	IDE cell inh	IDE act	NALP1 yeast inh	pCIP destab	M18AAP inhibitor	MEKK2mut PB1 HTS	MEKK2 WT-MEK5
CCOC(=O)C1=NN(c2ccccc2)C(c2ccccc2)CC1=O (stereo not given)	113	15	4	2	12	-8	8	-3	95
Cc1ccc(-n2nnnc2CCl)cc1	97	-3	·	4	23	-1	6	1	89
Cc1ccc(C2C(=O)N(C3CCCC3)CC(=O)N2CC2COc3ccccc3O2)cc1 (stereo not given)	104	2	5	-4	12	-24	5	5	109
Nc1nnc(CC(=O)N/N=C/c2ccc(-c3ccccc3Cl)o2)s1	100	-7	5	-2	19	-4	6	14	107
Cc1cc(Br)c2[nH]cc(CCNC(=O)c3ccco3)c2c1	100	-1	1	2	41*	-7	1	0	103
Cc1cc(S(=O)(=O)NCCN(C)C)c(C)s1	100	28	-3	2	31	-7	8	4	104
CC1CN(C(=O)COC(=O)c2ccc(C#N)cc2)CC(C)O1 (stereo not given)	100	1	1	-1	6	-2	4	4	103
COc1ccc(Cc2nc3ccc(C(=O)N4CCC(N(C)C)C4)cc3o2)cc1 (stereo not given)	97	-6	-1	1	12	12	1	4	99
COc1ccc(C(C(=O)NCc2ccccc2)N(Cc2ccco2)C(=O)c2snc(C(N)=O)c2N)cc1OC (stereo not given)	99	-3	-4	4	30	-10	-3	-1	106
CCOC(=O)C1(Cc2ccc(OC)cc2)CCN(C(=O)CCc2cccnc2)CC1	96	21	5	4	6	-10	-2	-8	90
Cc1ccccc1NC(=O)c1nc(S(C)(=O)=O)ncc1Cl	109	14	2	-1	0	-28	-44	3	107
CCCCC[C@H](O)/C=C/C1=C(CCCCCCC(=O)O)C(=O)CC1	113	15	-4	3	15	-25	3	5	106
Cc1ccc(-c2nn(C)c(=O)c3ccccc23)cc1CNC(=O)/C=C/c1ccccc1	105	-3	-1	4	-7	-4	3	2	110
